# Bioassay records: PubChem, National Center for Advancing Translational Sciences (NCATS)
# ATXN2 expr inh = Primary qHTS for Inhibitors of ATXN expression; HEK-293 ATXN2-luciferase reporter, luminescence, 24 h; Potency, µM (doses to about 57 µM), for inactives: at the top dose activity change, negative = inhibition, most hits filed as inhibitors; actives 0.72% (n = 360,000); AID 1745845, 2022; note: potency is the fitted concentration of half-maximal effect; % is set by controls: 0 for no effect and ±100 for the full control effect; nearly all actives have a fitted effect of over 55% in size
#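 qHTS (up to 57 uM final) was run with 24 h compound exposure of reporter cells at 37 °C. Each well was multiplexed: SteadyGlo luminescence measured ATXN2-luciferase expression after a fluorogenic Gly-Phe-AFC viability readout (25 uM final).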
# Nrf2 activator = qHTS of Nrf2 Activators; actives 0.31% (n = 410,000); AREc32 ARE-luciferase reporter (MCF7-derived line), luminescence, 24 h; Potency, µM (highest dose often 46.1 µM), without a hit: top-dose activation, usual class: activators; AID 624171, 2012; note: potency is the fitted concentration of half-maximal effect; % of control where 0% means no effect; nearly all actives have a fitted effect of over 65% in size
#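 Quantitative high-throughput format: AREc32 reporter cells, 1000 per well, received compound by pin transfer and were incubated 24 hr at 37 deg C, 5% CO2, before Steady-Glo luminescence detection.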
# Nrf2 block = Nrf2 qHTS screen for inhibitors | A549 ARE-Fluc reporter, luciferase luminescence, 18-24 h | Potency, µM (top dose mostly 46 µM), for the others: at the highest dose activity change, negative = inhibition, usual class: inhibitors | actives 2.1% (n = 360,000) | AID 504444, 2011; note: potency is the fitted concentration of half-maximal effect; % is set by controls: 0 for no effect and ±100 for the full control effect; nearly all actives have a fitted effect of over 60% in size
#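 Reporter: ARE-Fluc in A549. Exposure: 18-24 h, 37 °C, 5% CO2, 5% FBS OPTI-MEM. Readouts: fluorescent cytotoxicity (CellTiter-Fluor), then luminescent Nrf2 signal after BugLite.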
# TGFb inhibitor = qHTS for Inhibitors of TGF-b. HepG2 CAGA-GFP TGF-b/SMAD3 reporter, GFP fluorescence, 18 h; TGF-beta stimulated, 500 pg/mL final. Potency, µM (top dose mostly 46.1 µM), for the others: top-dose activity, negative = inhibition, hits mostly inhibitors. actives 1.2% (n = 410,000). AID 588855, 2011; note: potency is the fitted concentration of half-maximal effect; % is set by controls: 0 for no effect and ±100 for the full control effect; nearly all actives have a fitted effect of over 65% in size
#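 Inhibition of TGF-beta-driven CAGA-GFP reporter expression in HEPG2 cells is measured by cellular GFP fluorescence after 18 h stimulation with 500 pg/mL recombinant TGF-beta in 1% FBS medium at 37 degrees C.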
# HepG2 viability = qHTS for Inhibitors of TGF-b: Cytotox Counterscreen. AID 588856, 2011. HepG2 CAGA-GFP viability, ATP luminescence, 18 h. Potency, µM (doses to about 46.1 µM), without a hit: at the highest dose activity change, negative = cytotoxicity, most hits filed as cytotoxic. actives 0.76% (n = 410,000); note: potency is the fitted concentration of half-maximal effect; some results filed as inactive show a strong effect at the top dose
#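 CellTiter-Glo luminescence gave cytotoxicity after 18 hours at 37 degrees C. The cells were HepG2 CAGA-GFP in 1% FBS DMEM, stimulated with 500 pg/mL TGF-beta after compound addition. %Activity was normalised to no-cell wells (complete cell-killing) and DMSO (no toxicity), and curves were fitted and classified.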
# A549 tox = Nrf2 qHTS screen for inhibitors: counterscreen for cytotoxicity; A549 ARE-Fluc cells, CellTiter-Fluor viability, 18-24 h; Potency, µM (series often up to 46 µM), inactives show at the highest dose activity change, negative = cytotoxicity, usual class: inhibitors; actives 0.16% (n = 390,000); AID 504648, 2011; note: potency is the fitted concentration of half-maximal effect; % is set by controls: 0 for no effect and ±100 for the full control effect
#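 A549 ARE-Fluc cells in 5% FBS OPTI-MEM, 5000 cells/well, rested 2 h then exposed to compounds in concentration-response for 18-24 h at 37 °C. Viability by CellTiter-Fluor fluorescence (Ex 405/Em 525) after 30 min; luciferase luminescence (BugLite, 15 min, RT) read afterwards.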
# MCF10A rerep = A quantitative high throughput screen for small molecules that induce DNA re-replication in MCF 10a normal breast cells | MCF 10A DNA re-replication, Hoechst nuclear intensity, 48 h | Potency, µM (series often up to 46.1 µM), without a hit: top-dose activity, positive = re-replication, actives largely listed as activators | actives 2.9% (n = 350,000) | AID 624296, 2012; note: potency is the fitted concentration of half-maximal effect; % of control where 0% means no effect; nearly all actives have a fitted effect of over 50% in size
# S2 tox = Viability Counterscreen for Primary qHTS for Inhibitors of ATXN expression; actives 0.49% (n = 400,000); Potency, µM (titrated, usually from 56.7 µM), usual class: cytotoxic; AID 651635, 2014; S2 cells (HEK-293 line with an ATXN2-luciferase reporter) viability, CellTiter-Fluor protease fluorescence, 24 h; note: potency is the fitted concentration of half-maximal effect; nearly all actives have a fitted effect of over 40% in size
# IL1B secr inh = qHTS for Inhibitors of Inflammasome Signaling: IL-1-beta AlphaLISA Primary Screen; THP-1 LPS/ATP IL-1B secretion, AlphaLISA, 16 h; hits give low values; activity change, % at 57.5 µM; actives 4.7% (n = 360,000); in the data active = activity change below about -50%; inconclusive = mostly about -30% to -49%; note: % is set by controls: 0 for no effect and ±100 for the full control effect
#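 Secreted IL-1B measured by AlphaLISA bead assay after 16 h compound exposure of THP-1 cells; compounds (final up to 57.5 uM) added 1 h before LPS (250 ng/mL) and ATP (1.25 mM) stimulation; lower signal means less secretion.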
# Starred values were filed as active, the others as inactive; i = inactive; ? = inconclusive; / = not tested or not shown; [ ] = dose if it differs, or a comment. Unless noted, calls come from the whole dose curve; as a rule, active = well fitted curve in the direction sought with a large enough effect; inconclusive = small, poorly fitted or top-dose-only effect, or another doubt; inactive = no such curve, though single readings can be large; an effect the other way counts as inactive or inconclusive.
SMILES,ATXN2 expr inh,Nrf2 activator,Nrf2 block,TGFb inhibitor,HepG2 viability,A549 tox,MCF10A rerep,S2 tox,IL1B secr inh
O=C(CNC(=O)c1ccc(Cl)cc1)OCn1nnc2ccccc2c1=O,12%,0.2%,7%,4%,2%,-3%,-1%,i,32
NC(=O)c1cc(S(=O)(=O)NCCCc2ccco2)cs1,/,0.2%,-16%,1%,-7%,0%,3%,i,21
CCOc1ccc(-c2nnc3sc(COc4ccccc4)nn23)cc1,14%,-0.9%,-7%,-14%,5%,-6%,2%,i,15
C/C(=N\NC(=S)NC1CCCCC1)c1cccs1,43%[activator],?,6%,-25%,8%,7%,-1%,i,19
Cc1nnc(N2CCOCC2)c2ccccc12,-7%,0.0%,3%,0%,0%,12%,-1%,i,-2
COCC(C)n1c(C)cc(C(=O)CSc2ncccn2)c1C (stereo unspecified),40%[activator],0.7%,?,-2%,2%,-5%,-10%,i,-5
CCOc1cc(/C=N\Nc2ccc([N+](=O)[O-])cc2)ccc1OCC(=O)Nc1ccc(C)c(C)c1,-21%,0.2%,11%,i,12%,-2%,16µM*,i,87
COc1ccc(NC(=O)c2cc(S(=O)(=O)N3CCOCC3)ccc2OC)cc1,/,0.1%,/,-28%,-3%,2%,/,/,/
CCOc1ccc(CCNC(=O)c2c3c(nc4ccccc24)C(=O)N(C2CCCCC2)C3)cc1,/,0.8%,-27%,9%,-16%,-24%,/,/,/
CN1CCN(C(c2ccccc2)c2sc3nc(-c4ccco4)nn3c2O)CC1 (stereo unspecified),/,0.8%,/,-23%,5%,-16%,/,/,/
Cc1ccc(CCNC(=O)c2ccc(CS(=O)(=O)Cc3cccc(C)c3)o2)cc1,/,4.6%,/,-36%,-21%,-10%,/,/,/
Cc1cc(Cl)ccc1OCC(=O)N1CCCCC1,28%,0.2%,?,?,29%,-8%,-11%,i,-5
CCOC(=O)c1cc(C#N)c(SCC(=O)O)[nH]c1=O,-29%,0.5%,-2%,4%,2%,4%,-1%,i,-6
COc1ccc(-c2nnc3ccc(SCC(N)=O)nn23)cc1OC,-5%,0.7%,/,-21%,2%,-4%,2%,i,-19
CC(C)CCNC(=O)NC(=O)CSc1nnc(-c2ccccc2Br)o1,-12%,4.5%,?,?,-31%,-4%,8%,i,12
O=C(Nc1ccc(Nc2ccccc2)cc1)c1ccco1,73%[activator],2.4%,9%,8%,-31%,0%,?,i,-100*
COc1ccc(-c2noc(=O)n2Cc2ccccc2Cl)cc1,3%,0.0%,-8%,12%,-2%,1%,6%,i,15
Cc1ccc(C(=O)N/C(=C\c2cn(S(=O)(=O)N(C)C)c3ccccc23)C(=O)NCCCN2CCOCC2)cc1,-16%,2.4%,0%,-4%,-24%,0%,13%,i,-14
CCOP(=O)(OCC)C(O)c1cc(OC)c(OC)c(OC)c1 (stereo unspecified),?,-0.3%,12%,-30%,-12%,5%,-4%,i,-14
O=c1oc2ccccc2n1CCn1c2ccccc2c2nc3ccccc3nc21,?,0.3%,?,19%,-10%,?,?,/,-21
C=CCN(CC=C)C(=O)Nc1ccc2nc(C)sc2c1,16%,3.1%,11%,1%,3%,1%,-2%,i,15
Cc1ccc(-n2ncc3c(=O)n(CC(=O)N(C)C)cnc32)cc1C,34%,-0.2%[9.22 µM],25%,-2%,-9%,0%,-12%,i,18
CN(C(=O)CCN1C(=O)c2ccccc2C1=O)c1ccccc1,/,-0.6%,0%,22%,19%,3%,9%,i,3
O=c1[nH]nc(N/N=C/c2ccccc2OC(F)F)c(=O)[nH]1,-3%,21%,-10%,-6%,-13%,0%,?,i,-12
O=C(NCCOc1ccc(Cl)cc1)C1CC(=O)N(c2ccc3c(c2)OCCO3)C1 (stereo unspecified),-1%,-0.6%,-6%,-15%,-13%,1%,7%,i,-9
Cc1ccc(C2Nc3ccccc3C(=O)N2CCCN2CCOCC2)cc1 (stereo unspecified),/,3.1%,13%,1%,-14%,-13%,-1%,i,24
O=C(NN1C(=O)c2ccccc2NC1c1cccnc1)c1ccc([N+](=O)[O-])cc1 (stereo unspecified),-1%,1.3%,-24%,?,-37%,12%,-4%,i,-26
COc1cc(C(=O)NCC(c2cccs2)S(=O)(=O)c2cccs2)cc(OC)c1OC (stereo unspecified),-5%,9.9%,/,2%,-23%,1%,/,i,/
Cc1cc(NS(=O)(=O)c2ccc(NC(=O)/C=C/c3ccccc3)cc2)nc(C)n1,1%,3.0%,-26%,-12%,6%,-3%,2%,i,35
CN(Cc1nc(-c2cnccn2)no1)CC(O)c1ccccc1 (stereo unspecified),-14%,0.3%,-4%,14%,5%,-5%,4%,i,12
CCCCCCCNC(=O)C1(CC2CC(c3ccc(Cl)cc3)=NO2)CCN(C(=O)C2CCCC2)CC1 (stereo unspecified),2%,-1.1%,-8%,13%,-5%,-16%,8%,i,1
Cc1ccc(-c2ccc(CN3C(C(C)C)C(=O)N(Cc4cn(CC5CCCCC5)nn4)CCS3(=O)=O)cc2)cc1 (stereo unspecified),0%,-1.8%,/,?,-41%,/,/,?,-24
O=C(CC1N=C2c3ccccc3N=C(SCc3ccc(F)cc3)N2C1=O)NCc1ccco1 (stereo unspecified),25%,5.0%,0%,-6%,6%,-3%,2%,i,-2
CC(=O)Nc1ccc(S(=O)(=O)N2CCN(Cc3csc(C)n3)CC2)cc1,0%,-1.0%,4%,?,-3%,-3%,-2%,?,0
Cc1ccccc1C1NC(c2ccccc2C)C(C)C(=O)C1C (stereo unspecified),/,0.1%,-5%,?,-13%,3%,20%,i,19
Cc1cc(C)cc(N(C(=O)c2csnn2)C(C(=O)NC(C)(C)C)c2cccnc2)c1 (stereo unspecified),-1%,1.8%,12%,-11%,-7%,-5%,-2%,i,17
CCOC(=O)C(c1ccccc1)C(Nc1cc(C(F)(F)F)cc(C(F)(F)F)c1)c1ccccn1 (stereo unspecified),-5%,-0.6%,-1%,-17%,12%,0%,16%,i,11
Cn1c(=O)c(=O)n(C)c2cc(S(=O)(=O)N3CCCC3C(=O)NCc3cccs3)ccc21 (stereo unspecified),29%,0.5%,14%,-7%,9%,0%,5%,i,8
C[n+]1cccc(C(=O)[O-])c1,-4%,0.2%,10%,-16%,-8%,-3%,-6%,i,19
COc1ccc(CCNC(=O)c2cccc(NS(=O)(=O)c3ccccc3F)c2)cc1OC,5%,0.0%,8%,0%,2%,-6%,3%,i,14
COc1cc(/C=C2/C(=O)ON=C2c2ccccc2)ccc1O,-14%,6.4%,15%,?,-69%,?,?,?,-105*
O=C(COC(=O)c1ccc(O)cc1O)NC(=O)Cc1ccccc1,-5%,0.4%,6%,-5%,-3%,5%,-6%,i,13
CCCCN(CC)CCCNC(=O)Nc1sc2nc3n(c(=O)c2c1C)CCC(C)CC3 (stereo unspecified),-15%,21%,21%,?,-44%,-2%,/,i,/
O=C(Nc1nnc(C2CC2)s1)C1=NN(C2CCS(=O)(=O)C2)C(=O)CC1 (stereo unspecified),-9%[11.3 µM],0.3%,7%,8%,8%,0%,-1%,i,20
Cc1c(C(=O)Nc2ccccc2F)sc2ncn(CC(=O)N3CCOCC3)c(=O)c12,12%,-0.1%,-13%,-5%,0%,3%,7%,i,13
CCCCn1nc(CC(=O)NCCN(CC)CC)c2ccccc2c1=O,-5%,-0.7%,-5%,11%,18%,0%,9%,i,4
Cc1cc(NC(=O)COC(=O)Cn2c(C)csc2=O)ccc1Br,-14%,-1.0%,-5%,18%,14%,-13%,1%,i,-9
COc1ccc2cc(C3=CC(=O)C[C@H](c4ccc5c(c4)OCO5)C3)ccc2c1,16%,2.7%,-12%,3%,-2%,-1%,?,i,-13
O=C(c1c(F)cccc1F)N(Cc1cccs1)C1CCCC1,?,-0.9%,-4%,-4%,0%,23%,20%,i,-9
C1CN=C(NC23CC4CC(CC(C4)C2)C3)C1,-4%,-0.2%,3%,2%,1%,3%,8%,i,33
CCOc1ccc(C(=O)Nc2ccc(N3CCCC3)cc2)cc1,-4%,-0.2%,-19%,-3%,-2%,-8%,-2%,i,-12
Cc1cccc(C)c1OCc1cc(C(=O)N2CCCCCCC2)no1,50%[activator],0.3%,10%,-16%,-17%,3%,1%,i,-9
O=C(Nc1ccccc1Cl)/C(Cl)=C(\Cl)S(=O)c1ccccc1 (stereo unspecified),3.5µM*,-2.3%,?,2.2µM*,3.5µM*,?,?,3.5µM*,-103*
CCCC(=O)Nc1ccc2c(c1)Cc1ccccc1-2,11%,3.7%,?,3%,-3%,-3%,7%,i,-1
Cc1cc(Cl)c2oc(C(=O)NCCN3CCCCC3CO)c(C)c2c1 (stereo unspecified),18%,2.1%,24%,6%,-7%,-1%,1%,i,0

# 3 entries drawn at random from the list so far:
SMILES,ATXN2 expr inh,Nrf2 activator,Nrf2 block,TGFb inhibitor,HepG2 viability,A549 tox,MCF10A rerep,S2 tox,IL1B secr inh
COc1ccc2cc(C3=CC(=O)C[C@H](c4ccc5c(c4)OCO5)C3)ccc2c1,16%,2.7%,-12%,3%,-2%,-1%,?,i,-13
Cc1cc(NC(=O)COC(=O)Cn2c(C)csc2=O)ccc1Br,-14%,-1.0%,-5%,18%,14%,-13%,1%,i,-9
CCCC(=O)Nc1ccc2c(c1)Cc1ccccc1-2,11%,3.7%,?,3%,-3%,-3%,7%,i,-1
